# Assay outcomes: PubChem, The Scripps Research Institute Molecular Screening Center
# CHO-K1 Ca antag – M1 antagonist counterscreen hit in parental CHO-K1 cells. AID 602250. 360,000 tested, 0.6% active. inhibition, % at 3 µM. ATP-induced calcium, Fluo-8 fluorescence;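 active = inhibition above a per-plate cutoff, the plate's mean sample inhibition plus 3 SD, cut at about 24% in these data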;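 note: 0% = DMSO plus EC80 ATP and 100% = DMSO alone without ATP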
# TAAR1 ag – human TAAR1 agonism; activation, % at 3 µM; CHO RD-HGA16 TAAR1, Fluo-8 calcium fluorescence; vehicle wells 0%, saturating PEA agonist 100%; 360,000 tested, 0.99% active; Q96RJ0;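 active = activation above the mean activation of all test compounds in the run plus 3 SD, cut at about 38% in these data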
#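 System: CHO-derived RD-HGA16 cells with stable Gα16 and human TAAR1. Times: 17-24 h plating, Fluo-8 75 min 37 °C, 30 min RT. Measured by: calcium-sensitive Fluo-8 signal, excitation 470-495, emission 515-575 nm. Read-out basis: % activation relative to PEA EC100 response. Control set: DMSO and PEA EC100. Repeats: no replicates (n 1).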
# CHO parental Ca – signal in parental CHO cells, OX1R antagonist counter-screen | parental CHO-K1, ATP-induced calcium, Fluo-8 fluorescence | inhibition, % at 5.6 µM | 330,000 tested, 0.63% active;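 active = inhibition above that plate's mean sample inhibition plus 3 SD, cut at about 26% in these data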;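 note: 0% = ATP-challenged DMSO wells and 100% = DMSO wells without ATP; some compounds past the cut are filed as inactive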
#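 material = parental CHO cells | also added = ATP as calcium-mobilizing challenge | dosing = single point at 5.6 µM | detection = intracellular calcium via Fluo-8 no-wash fluorescent dye | read-out = % inhibition | benchmarks = low control ATP plus DMSO, high control DMSO only | repeats = one well per compound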
# OXTR potentiator – potentiates the human oxytocin receptor response; 320,000 tested, 0.061% active; activation, % at 3 µM; CHO-OTR cells, Fluo-8 calcium fluorescence, potentiator mode; 0% = oxytocin EC15, 100% = EC100; AID 2445; P30559;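 active = activation above that plate's cutoff, the mean activation of tested compounds plus 3 SD, cut at about 6.6% in these data, passing the limit was not always enough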;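 note: 100% uses oxytocin at 75 nM as the full agonist control; some results filed as inactive read as strong as hits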
# Target sequence (P30559 whole entry, looked up): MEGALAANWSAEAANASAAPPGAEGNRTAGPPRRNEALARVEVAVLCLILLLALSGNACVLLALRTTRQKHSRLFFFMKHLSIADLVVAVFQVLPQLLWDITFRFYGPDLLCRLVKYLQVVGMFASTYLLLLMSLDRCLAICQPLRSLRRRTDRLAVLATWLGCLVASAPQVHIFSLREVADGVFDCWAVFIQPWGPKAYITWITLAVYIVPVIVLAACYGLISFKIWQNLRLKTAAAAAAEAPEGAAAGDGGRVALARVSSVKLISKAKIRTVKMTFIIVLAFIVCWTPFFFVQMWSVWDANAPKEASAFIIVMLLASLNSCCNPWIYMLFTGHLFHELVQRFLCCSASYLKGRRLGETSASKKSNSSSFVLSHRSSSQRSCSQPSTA
#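 Material: CHO-OTR cells, human receptor; compound dosing: single dose, 3.0 µM nominal final compound concentration; schedule: 6 min compound pre-incubation at room temperature, 100 s kinetic read; measured by: kinetic Fluo-8 calcium fluorescence; read-out basis: % activation vs EC15 and EC100 oxytocin; controls: EC15 oxytocin alone as 0%, 75 nM oxytocin as 100%; replicates: singlicate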
# CHRM1 agonist – activates human CHRM1 receptor | CHO-K1 hM1, Fluo-8 calcium fluorescence, agonist mode; 0% DMSO, 100% acetylcholine EC100 | P11229 | activation, % at 3 µM | 360,000 tested, 0.33% active | AID 588814;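 active = activation above the run's mean compound activation plus 3 SD, cut at about 16% in these data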;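 note: peak over basal fluorescence ratio within a 140 s kinetic read after compound addition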
# Target sequence (P11229 whole entry, looked up): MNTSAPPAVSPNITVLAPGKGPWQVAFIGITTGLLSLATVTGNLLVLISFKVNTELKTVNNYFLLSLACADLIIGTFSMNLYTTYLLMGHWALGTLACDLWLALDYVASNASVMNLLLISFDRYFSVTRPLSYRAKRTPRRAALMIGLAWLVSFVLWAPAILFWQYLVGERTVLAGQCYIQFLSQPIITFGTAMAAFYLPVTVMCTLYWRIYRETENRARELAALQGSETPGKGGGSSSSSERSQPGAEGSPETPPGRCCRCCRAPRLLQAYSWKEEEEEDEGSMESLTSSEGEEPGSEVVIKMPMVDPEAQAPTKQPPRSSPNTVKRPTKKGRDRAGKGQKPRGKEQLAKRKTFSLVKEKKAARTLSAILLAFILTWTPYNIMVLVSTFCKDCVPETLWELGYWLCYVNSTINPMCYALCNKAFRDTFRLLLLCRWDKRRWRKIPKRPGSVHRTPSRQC
# M1 antag – antagonists of human M1 muscarinic receptor. P11229. inhibition, % at 3 µM. CHO-K1 hM1, Fluo-8 calcium fluorescence, ACh EC80 antagonist. 360,000 tested, 1.3% active;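 active = percent inhibition above its own plate's cutoff, namely the mean of that plate's compound wells plus 3 SD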;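 note: peak over basal fluorescence ratio during 140 s after agonist addition; 0% = ACh EC80 plus DMSO and 100% = DMSO alone without agonist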
# TAAR1 antag – human TAAR1 antagonism. Q96RJ0. CHO RD-HGA16 TAAR1, Fluo-8 calcium fluorescence, antagonist. inhibition, % at 3 µM. 360,000 tested, 1.5% active. AID 624466;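 active = inhibition above a per-plate cutoff, the mean inhibition of test compounds on that plate plus 3 SD, cut at about 49% in these data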;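 note: 0% = DMSO plus EC80 beta-PEA response and 100% = DMSO alone without agonist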
#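 System: RD-HGA16 CHO cells with stable hTAAR1 and Gα16 | Probe or stimulus: EC80 β-phenethylamine stimulus | Dosing: 3 µM, single point | Times: Dye loading 75 min at 37 °C, then 30 min room temperature | Measured by: Fluo-8 calcium-sensitive fluorescence | Read-out basis: % inhibition of agonist calcium response | Replicates: n of 1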
# M1 ag parental – counter-screen for M1 agonists: effect in parental CHO-K1 cells; Fluo-8 calcium fluorescence; scaled to maximal ATP response, vehicle zero; activation, % at 3 µM; 360,000 tested, 0.48% active; in the data active = activation above about 15%;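 note: untransfected CHO-K1 host cells lacking M1 receptor as counterscreen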
# CHO-K1 Ca PAM – counter-screen for M1 PAMs: effect in parental CHO-K1 cells. ATP EC20, Fluo-8 calcium fluorescence; 0% at ATP EC20, 100% at ATP max. activation, % at 3 µM. 360,000 tested, 0.02% active;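 active = activation above the run cutoff, the mean activation of all test compounds plus 3 SD, cut at about 40% in these data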;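 note: peak over basal fluorescence ratio in a 140 s read after ATP addition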
# * hit, by the source's call; nt = no result given.
SMILES,CHO-K1 Ca antag,TAAR1 ag,CHO parental Ca,OXTR potentiator,CHRM1 agonist,M1 antag,TAAR1 antag,M1 ag parental,CHO-K1 Ca PAM
O=C(Nc1cccc(S(=O)(=O)NC2=NCCC2)c1)c1cc(F)c(F)c(F)c1F,18,0,nt,nt,0,-4,-7,-0.1,-23
Cc1ccc2c(c1)N(CCC(=O)NC(C)C)C(=O)CO2,-4,1,-3,-7,0,2,-10,0.1,6
CNc1nc(NC)c2cn[nH]c2n1,-14,2,nt,nt,-1,-5,-7,1.1,9
OCC[C@H]1C[C@@H](O)[C@H](O)[C@]2(OCCCc3ccccc32)O1,-7,1,-1,-9,1,-1,11,0.9,9
O=C1CCCCCN1CP(=O)(O)CN1CCCCCC1=O,-10,6,0,-8,0,-16,-16,0.4,18
O=C(NCCN1CCNC1=O)c1ccc2sc([C@@H]3O[C@H](CO)[C@H](O)[C@H](O)[C@H]3O)nc2c1,-6,1,nt,nt,-2,-9,-4,0.4,10
CC(=O)Nc1ccc(S(=O)(=O)N(C)CC(=O)Nc2ccc(Br)cc2F)cc1,-2,5,67*,-16,3,-11,10,1.7,-16
Cn1c(=O)[nH]c(=O)c2c1nc(CN1CCN(c3ccccc3F)CC1)n2CC(N)=O,-4,3,-1,-1,-1,-18,-35,0.4,15
CCN(CC(=O)NCc1ccc(Cl)cc1)C(=O)/C=C/c1ccc(C#N)cc1,-14,2,-12,-1,3,-7,-24,-0.1,-23
O=C(COC(=O)c1ccccc1O)NCCc1c[nH]c2ccccc12,-5,7,-18,-8,3,-15,26,0.2,-19
Cc1[nH]n(-c2ccc(Cl)cc2)c(=O)c1C(=O)c1ccccc1,2,15,-1,-7,-8,2,-24,0.3,8
O=C(/C=C/c1ccccc1)Oc1cccc(C(=S)N2CCOCC2)c1,-20,0,-10,-9,-2,-3,19,7.0,14
CCCCN=Cc1sc2ccc(OCC)cc2c1O,9,6,-10,-11,-2,-7,6,1.0,8
Cc1cccn2cc(-c3c[nH]c4ccccc34)nc12,2,6,-18,-2,-6,7,0,11,15
CSCCC(NC(=O)c1ccccc1)C(=O)NC1CC1 (stereo not given),-7,4,-5,-1,-3,-9,15,0.0,13
O=C(CSCc1ccccc1)Nc1nccs1,-7,3,-4,-8,-2,-12,-6,-0.1,11
Cc1ccccc1-n1ccnc1SCC(=O)O,-8,2,-2,-10,-3,-2,-20,-0.1,8
Cc1cc(/C=C2\SC(=O)N(C)C2=O)c(C)n1-c1ccc(O)cc1,-3,10,-4,-11,-2,6,14,2.2,8
CCOc1ccc(Nc2nc(Cc3nnc(SCC(=O)N(CC)CC)n3C)cs2)cc1,-13,-1,-15,1,-4,-1,8,0.1,4
CCOC(=O)c1ccc(/[N+]([O-])=C/c2ccccc2)cc1,10,13,-8,0,-1,5,-5,-0.4,-22
CCOc1ccc(C(=O)N2CCC(C(=O)c3ccc4c(c3)OCCO4)CC2)cc1,-8,3,-16,-5,3,1,18,3.2,-12
CC(C)=C1C2CCC1C(C(=O)Nc1sc(C)c(-c3ccc(C(C)C)cc3)c1C(N)=O)C2C(=O)O (stereo not given),-8,10,-40,-12,-8,-2,12,1.4,23
CN(C)c1ccc(C=C2C(=O)OC(C)(C(C)(C)C)OC2=O)cc1 (stereo not given),7,7,-12,-5,0,-3,-12,0.1,-2
CCCc1nc2ccccc2c(=O)n1CC(=O)c1ccc(F)cc1,-8,-3,-18,-10,-5,-11,-20,-1.1,-3
CC(C)(C#CC(O)(c1ccccc1)c1ccccc1)N1CCCC1,3,10,-8,-9,-5,99*,9,0.2,-10
CCN(CCCNC(=O)Cn1cc2c(n1)CCCC2)c1cccc(C)c1,1,1,-9,-5,-2,-21,-14,0.4,6
Cc1ccc(-c2nc3[nH]c(=O)cc(NC(=O)c4cccs4)n3n2)cc1,-5,-1,-11,-2,0,-14,-6,0.2,15
COCCn1c(SCC(=O)NC(C)c2ccccc2)nc2ccccc21 (stereo not given),-6,2,-11,-8,-3,-4,-25,-0.1,-8
O=C(C1CCC(CNS(=O)(=O)c2cccc3cccnc23)CC1)N1CCc2ccccc21 (stereo not given),-7,2,-23,0,-3,-10,35,2.4,5
CCOc1cc(/C=C2\COc3ccccc3C2=O)cc(Br)c1OCC(=O)N(C)C,-5,7,-13,-4,-7,10,39,11,17
CC(C)(C)c1ccccc1NC(=O)CN1C(=O)NC2(CCCC2)C1=O,1,2,-23,-1,-3,-4,7,-0.1,-1
CS(=O)(=O)N1CCC(C(=O)Nc2cc(Cl)c(Cl)cc2Cl)CC1,13,4,-6,-19,-3,-7,-8,10,-4
CC1(C)C(c2ccccc2)=NC(c2ccc(F)cc2)N1O (stereo not given),2,4,-23,4,-5,-23,-11,-0.9,-9
O=C(NCC(=O)N(c1cccc(F)c1)C(C(=O)NC1CCCC1)c1ccncc1)c1cccs1 (stereo not given),-15,1,-11,3,-3,-14,-16,0.8,22
CCCSc1nnc(-c2ccccc2N)c(=O)[nH]1,-17,-1,-14,3,-8,-4,1,0.4,20
Cc1ccccc1NC(=O)/C=C/c1cccc(C(F)(F)F)c1,-12,5,-21,2,-5,-3,7,-0.5,-11
CCC(=O)N1c2ccc(S(=O)(=O)N3CCN(CC)CC3)cc2CC1C (stereo not given),-10,0,0,-11,-2,-3,-17,0.5,-1
CCOC(=O)c1sc2nc(C)nc(SC(C)C(=O)NC3CC3)c2c1C (stereo not given),-5,-1,-21,-2,-3,-14,-13,-0.1,17
NNC(=O)C1CCCn2c1nc1sc3c(c1c2=O)CCCC3 (stereo not given),10,5,-52,-12,-7,-8,-19,0.7,5
Cc1c(NC(=O)c2cc(Br)ccc2Cl)cccc1-n1cnnn1,-6,2,-10,-7,-2,-8,14,0.5,-3
CC(C)(C)C(O)(CC#CCN1CCCC1)c1ccccc1 (stereo not given),-6,5,-12,-7,-5,98*,-3,0.3,-11
CCn1cc(C(=O)N2CCCC(C(=O)c3ccc4ccccc4c3)C2)cn1 (stereo not given),21,-1,-16,-8,-1,-3,-11,0.7,-21
Cc1ccc(S(=O)(=O)N2CCC(C(=O)OCc3ccc([N+](=O)[O-])cc3)CC2)cc1,8,9,-1,-4,-7,0,4,3.8,-10
CC(=O)Nc1ccc(S(=O)(=O)Oc2cccc(N3C(=O)C4CCCCC4C3=O)c2)cc1 (stereo not given),2,22,8,-6,4,11,36,6.8,6
CCC1CN(C(=O)N2CCC(C(=O)NCc3ccco3)CC2)c2cc(C)ccc2O1 (stereo not given),-11,14,-18,0,-1,8,50*,6.5,8

# Another view of some results above:
# Results follow in this order: CHO-K1 Ca antag | TAAR1 ag | CHO parental Ca | OXTR potentiator | CHRM1 agonist | M1 antag | TAAR1 antag | M1 ag parental | CHO-K1 Ca PAM
> Cc1c(NC(=O)c2cc(Br)ccc2Cl)cccc1-n1cnnn1
→ -6 | 2 | -10 | -7 | -2 | -8 | 14 | 0.5 | -3
> Cc1ccccc1NC(=O)/C=C/c1cccc(C(F)(F)F)c1
→ -12 | 5 | -21 | 2 | -5 | -3 | 7 | -0.5 | -11

# The results go on.
SMILES,CHO-K1 Ca antag,TAAR1 ag,CHO parental Ca,OXTR potentiator,CHRM1 agonist,M1 antag,TAAR1 antag,M1 ag parental,CHO-K1 Ca PAM
O=Cc1ccc(OCc2ccc3ccccc3c2)cc1,-10,6,-2,-11,-2,-15,4,1.7,22
Cc1cccc(NC(=O)Cn2c(O)c(N=NC(N)=S)c3ccccc32)c1,-19,-2,-13,-5,0,-4,-9,1.9,24
N#Cc1ccc(C(=O)Nc2ccn(-c3ccccc3)n2)cc1,4,8,-13,-7,-5,-3,7,2.1,-5
O=C1C(=C(O)c2ccccc2)C(=O)c2ccccc21,-13,-1,-12,-5,2,3,-10,0.6,18
CCOC(=O)c1ccc(NC(=O)C23CCC(C)(C(=O)O2)C3(C)C)cc1 (stereo not given),9,7,-7,2,-7,-11,-5,0.4,-5
Cc1ccc(NC(=O)c2ccc([N+](=O)[O-])o2)cc1C,-5,4,-7,-10,-2,-2,-2,0.2,-10
CCN1CCc2c(C#N)c(N3CCCCC3)nc(NCc3ccccc3)c2C1,-12,22,-12,-10,-3,11,-27,0.9,26
c1ccc(Oc2cccc(OCCCn3cncn3)c2)cc1,8,4,8,-10,6,-26,-6,0.0,6
CCOC(=O)N1CCC(NCCNC(=O)c2cccc(F)c2)CC1,-21,6,-13,-6,66*,64*,-5,0.2,6

# Exported with values under each structure: entries from further up
# Below each SMILES – CHO-K1 Ca antag, TAAR1 ag, CHO parental Ca, OXTR potentiator, CHRM1 agonist, M1 antag, TAAR1 antag, M1 ag parental, CHO-K1 Ca PAM
- CCOc1ccc(Nc2nc(Cc3nnc(SCC(=O)N(CC)CC)n3C)cs2)cc1
 : -13, -1, -15, 1, -4, -1, 8, 0.1, 4
- CCOC(=O)c1ccc(/[N+]([O-])=C/c2ccccc2)cc1
 : 10, 13, -8, 0, -1, 5, -5, -0.4, -22
- CCOc1ccc(C(=O)N2CCC(C(=O)c3ccc4c(c3)OCCO4)CC2)cc1
 : -8, 3, -16, -5, 3, 1, 18, 3.2, -12
- CC(C)=C1C2CCC1C(C(=O)Nc1sc(C)c(-c3ccc(C(C)C)cc3)c1C(N)=O)C2C(=O)O (stereo not given)
 : -8, 10, -40, -12, -8, -2, 12, 1.4, 23
- CN(C)c1ccc(C=C2C(=O)OC(C)(C(C)(C)C)OC2=O)cc1 (stereo not given)
 : 7, 7, -12, -5, 0, -3, -12, 0.1, -2
- CCCc1nc2ccccc2c(=O)n1CC(=O)c1ccc(F)cc1
 : -8, -3, -18, -10, -5, -11, -20, -1.1, -3
- CC(C)(C#CC(O)(c1ccccc1)c1ccccc1)N1CCCC1
 : 3, 10, -8, -9, -5, 99*, 9, 0.2, -10
- CCN(CCCNC(=O)Cn1cc2c(n1)CCCC2)c1cccc(C)c1
 : 1, 1, -9, -5, -2, -21, -14, 0.4, 6
- Cc1ccc(-c2nc3[nH]c(=O)cc(NC(=O)c4cccs4)n3n2)cc1
 : -5, -1, -11, -2, 0, -14, -6, 0.2, 15
- COCCn1c(SCC(=O)NC(C)c2ccccc2)nc2ccccc21 (stereo not given)
 : -6, 2, -11, -8, -3, -4, -25, -0.1, -8
- O=C(C1CCC(CNS(=O)(=O)c2cccc3cccnc23)CC1)N1CCc2ccccc21 (stereo not given)
 : -7, 2, -23, 0, -3, -10, 35, 2.4, 5
